AmpC detergent: inhibitors of E. coli AmpC beta-lactamase with detergent | P00811 | AmpC hydrolysis of nitrocefin, absorbance 480 nm, 0.01% Triton | Potency, µM (series often up to 114 µM), for inactives: at the highest dose activity change, negative = inhibition, usual class: inhibitors | 370,000 compounds, 0.041% hits | AID 485294;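 further: potency means the concentration at half of the fitted maximal effect; 0% = no-compound wells and -100% = no-enzyme wells; nearly all actives have a fitted effect of over 25% in size; some results filed as inactive show a strong effect at the top dose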
Target sequence (P00811 whole entry, looked up): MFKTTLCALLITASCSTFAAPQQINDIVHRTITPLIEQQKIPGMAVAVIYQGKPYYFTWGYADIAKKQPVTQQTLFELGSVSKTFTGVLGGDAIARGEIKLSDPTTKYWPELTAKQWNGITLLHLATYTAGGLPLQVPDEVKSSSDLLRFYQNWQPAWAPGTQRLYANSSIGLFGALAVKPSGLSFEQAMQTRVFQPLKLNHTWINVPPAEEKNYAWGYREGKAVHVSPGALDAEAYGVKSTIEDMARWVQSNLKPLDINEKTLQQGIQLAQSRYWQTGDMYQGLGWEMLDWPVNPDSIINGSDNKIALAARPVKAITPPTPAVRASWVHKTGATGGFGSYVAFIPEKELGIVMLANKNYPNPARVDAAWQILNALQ
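20 mM phosphate pH 7.0 + 0.01% (detergent screen) or 0.0001% Triton X-100; 5.3 nM AmpC reagent; cpd preinc 15 min RT; nitrocefin (800 uM stock) to start; A480 q20 s × 4 min; Activity was normalised to no-enzyme and no-compound control wells.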
FBPA Giardia inh: inhibitors of Giardia lamblia fructose-1,6-bisphosphate aldolase; A8B2U2; purified Giardia FBPA; Potency, µM (titrated, usually from 59.6 µM), for inactives: at the top dose activity, negative = inhibition, actives largely listed as inhibitors; 290,000 compounds, 0.71% hits; AID 2451; further: potency means the concentration at half of the fitted maximal effect; nearly all actives have a fitted effect of over 55% in size
Target sequence (A8B2U2 whole entry, looked up): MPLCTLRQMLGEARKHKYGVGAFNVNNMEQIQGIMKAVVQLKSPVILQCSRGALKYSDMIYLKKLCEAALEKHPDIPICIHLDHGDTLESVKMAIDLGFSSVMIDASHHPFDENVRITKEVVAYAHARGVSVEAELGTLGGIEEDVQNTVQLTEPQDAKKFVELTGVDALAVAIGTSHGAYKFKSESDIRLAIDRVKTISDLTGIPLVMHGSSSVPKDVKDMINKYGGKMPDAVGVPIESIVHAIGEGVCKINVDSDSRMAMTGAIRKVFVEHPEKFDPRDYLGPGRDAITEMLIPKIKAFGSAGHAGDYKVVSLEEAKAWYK
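40 nM FBPA preincubated 10 min at RT with compound (up to 57.5 uM final), then substrate plus GAPDH/TPI/NAD/arsenate coupling and diaphorase/resazurin added. Fluorescence read after 20 min at RT, 525/598 nm.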
Sm TGR block: inhibitors of Schistosoma mansoni thioredoxin glutathione reductase | purified TGR, DTNB reduction, TNB absorbance 405 nm | Potency, µM (titrated, usually from 114 µM), for the others: at the highest dose activity change, negative = inhibition, actives largely listed as inhibitors | 360,000 compounds, 3% hits; further: potency means the concentration at half of the fitted maximal effect; nearly all actives have a fitted effect of over 60% in size
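First, TGR (20 nM dispensed) and NADPH were mixed with compound. Second, a 15 min room-temperature incubation followed. Third, further NADPH and then DTNB were added to start the reaction. Finally, TNB absorbance was monitored kinetically.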
AMA1-RON2 inh: disrupts binding of P. falciparum AMA1 to RON2; AlphaScreen AMA1-biotinylated RON2 peptide binding; Potency, µM (series often up to 58.2 µM), without a hit: top-dose activity change, negative = inhibition, hits mostly inhibitors; 360,000 compounds, 0.2% hits;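 further: potency means the concentration at half of the fitted maximal effect; 0% = vehicle wells and -100% = peptide control; nearly all actives have a fitted effect of over 45% in size; some results filed as inactive show a strong effect at the top dose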
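AMA1 (3D7) with his tag at 25 nM final met compounds first, then biotinylated RON2 peptide at 25 nM; detection used donor plus acceptor beads, 10 µg/mL apiece, read by AlphaScreen after 30 min at room temperature.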
HCMV inh: blocks human cytomegalovirus replication. 410,000 compounds, 4.5% hits. HFF cells, HCMV-luciferase reporter, 72 h; hits give low values. activity change, negative = inhibition, % at 57.5 µM; in the data active means activity change below about -60%; inconclusive means no clear call, values can overlap the other calls; inactive means above about -39%
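Inhibition of viral replication was scored as loss of reporter luminescence in HFFs infected with HCMV-luciferase (MOI 1 PFU/cell) for 72 h; compounds tested at 2 doses, normalized to buffer and Salinomycin controls.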
HCV inh: blocks hepatitis C virus; Huh7.5.1 HCVcc-Cre infection, luciferase reporter, 44 h; Potency, µM (highest dose often 41.8 µM), without a hit: at the highest dose activity change, negative = inhibition, hits mostly inhibitors; AID 651820; 340,000 compounds, 3.4% hits; further: potency means the concentration at half of the fitted maximal effect
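A cell-based infection assay in which seeded cells (1,000 per well) receive test compound after 4 h, are inoculated with HCVcc-Cre at approximately 0.5 moi, and are incubated 44 h before luminescence detection.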
* marks the source's active call; other numbers are inactive results; & = joins results of further samples; [ ] = remark or other dose. Unless noted, the call rests on the fitted dose curve; in most records, active means well fitted curve in the direction sought with a large enough effect; inconclusive means small, poorly fitted or top-dose-only effect, or another doubt; inactive means no such curve, though single readings can be large; an effect the other way counts as inactive or inconclusive. Unless noted, on the % scale 0 is the no-effect control and ±100 the full control effect.

The opening 2 compounds as a preview:
What do the screens show for `C=Cn1cc[n+](CC(=O)c2ccc(OC)cc2)c1`?
AmpC detergent: inconclusive; FBPA Giardia inh: -1.2%; Sm TGR block: 3.7%; AMA1-RON2 inh: 4.9%; HCMV inh: 14.4; HCV inh: inconclusive

Results for CC(=O)c1cc2c(cc1NC(=O)c1ccc(Cl)cc1)OCCO2 ?
AmpC detergent: -12.4%; FBPA Giardia inh: 4.1%; Sm TGR block: -1.2%; AMA1-RON2 inh: 2.2%; HCMV inh: 12.9; HCV inh: 0.9%

All compounds of this part, previewed entries included:
What do the screens show for `C=Cn1cc[n+](CC(=O)c2ccc(OC)cc2)c1`?
AmpC detergent: inconclusive; FBPA Giardia inh: -1.2%; Sm TGR block: 3.7%; AMA1-RON2 inh: 4.9%; HCMV inh: 14.4; HCV inh: inconclusive

Results for CC(=O)c1cc2c(cc1NC(=O)c1ccc(Cl)cc1)OCCO2 ?
AmpC detergent: -12.4%; FBPA Giardia inh: 4.1%; Sm TGR block: -1.2%; AMA1-RON2 inh: 2.2%; HCMV inh: 12.9; HCV inh: 0.9%

How did O=C(NCCN1C(=O)S/C(=C\c2ccc(Cl)cc2)C1=O)C1=COCCO1 do in these assays?
AMA1-RON2 inh: -17.2%; HCMV inh: 8.8; HCV inh: -16.3%

Results for Cn1c(=O)c2c(nc(CN3CCOCC3)n2CCCc2ccccc2)n(C)c1=O ?
AmpC detergent: -6.4%; FBPA Giardia inh: 0.0%; Sm TGR block: 4.4%; AMA1-RON2 inh: 2.5%; HCMV inh: 14.3; HCV inh: -19.3%&-8.9%

How did Cc1cc(=O)oc2c(C)c(OCC(=O)N3CCC(C(=O)O)CC3)ccc12 do in these assays?
AmpC detergent: inconclusive; FBPA Giardia inh: 17.0%; Sm TGR block: -33.2%; AMA1-RON2 inh: 5.3%; HCMV inh: 3.7; HCV inh: -2.2%

What do the screens show for `COc1ccc(NC(=O)N(C)C[C@H]2Oc3ccc(NC(=O)Cc4ccccc4)cc3C(=O)N([C@H](C)CO)C[C@@H]2C)cc1`?
AMA1-RON2 inh: -9.1%; HCMV inh: 22.0; HCV inh: 12.0%

Results for CC(=O)N1CCCC1c1nc2ccccc2n1Cc1ccccc1C (centres undefined) ?
AmpC detergent: 23.4%; Sm TGR block: 4.6%; HCMV inh: 17.4

Results for CCN(C(=O)CSc1cc(C)c2ccc(OC)cc2n1)C1CCS(=O)(=O)C1 (centres undefined) ?
AmpC detergent: inconclusive; FBPA Giardia inh: 6.3%; Sm TGR block: 2.1%; AMA1-RON2 inh: 4.0%; HCMV inh: 14.1; HCV inh: -12.6%

How did Cc1ccccc1-n1c(O)c(/C=C/C=Nc2ccccc2)c(=O)[nH]c1=O do in these assays?
AmpC detergent: inconclusive; FBPA Giardia inh: -1.8%; Sm TGR block: -12.7%; AMA1-RON2 inh: -6.7%; HCMV inh: -21.9; HCV inh: 35.1%[activator]

How did COc1ccc(Cl)c(NCCC(=O)O)c1 do in these assays?
AmpC detergent: -6.9%; FBPA Giardia inh: -0.2%; Sm TGR block: -23.4%; AMA1-RON2 inh: -1.7%; HCMV inh: 15.2; HCV inh: 11.7%

Results for O=C(Nc1ccccc1F)c1ccc2c(c1)OCO2 ?
AmpC detergent: -11.4%; FBPA Giardia inh: 22.9%; Sm TGR block: -0.5%; AMA1-RON2 inh: -7.8%; HCMV inh: 49.6; HCV inh: 6.1%

How did CCn1nc(NS(=O)(=O)c2ccc(NC(C)=O)cc2)c2cc3ccccc3nc21 do in these assays?
AmpC detergent: 1.7%; Sm TGR block: 5.5%; AMA1-RON2 inh: 0.0%; HCMV inh: 34.7; HCV inh: 14.4%

Results for Cc1cccc(-c2cc(-c3ccccc3)nc(SCC(=O)Nc3ccccc3)c2C#N)c1 ?
AmpC detergent: -0.1%; Sm TGR block: 10.2%; HCMV inh: -6.2

Results for CC(C)(C)NC(=O)Cn1nnc(-c2ccccc2NC(=O)c2ccco2)n1 ?
AMA1-RON2 inh: 22.3%; HCMV inh: -3.7; HCV inh: -10.7%

What do the screens show for `O=C(Nc1ccc(N2CCOCC2)cc1)C1CCN(C(=O)OCc2ccccc2)CC1`?
AmpC detergent: 6.1%; FBPA Giardia inh: 0.1%; Sm TGR block: 0.3%; AMA1-RON2 inh: -15.8%; HCMV inh: 22.4; HCV inh: inconclusive

What do the screens show for `O=C(CCCn1c(=O)[nH]c2ccsc2c1=O)N1CCN(Cc2ccc3c(c2)OCO3)CC1`?
AmpC detergent: 1.8%; FBPA Giardia inh: 1.7%; Sm TGR block: -12.9%; AMA1-RON2 inh: 4.4%; HCMV inh: -18.5; HCV inh: -6.2%&3.1%

How did CS(=O)(=O)N(CC(=O)N1CCOCC1)Cc1ccc(Cl)cc1 do in these assays?
AmpC detergent: -14.7%; FBPA Giardia inh: 9.7%; Sm TGR block: -6.9%; AMA1-RON2 inh: -6.9%; HCMV inh: -33.1; HCV inh: -8.2%

How did O=c1oc(CCCO)cc2ccccc12 do in these assays?
AMA1-RON2 inh: 14.6%; HCMV inh: 7.5; HCV inh: 1.2%

Results for CNc1nc(NC#N)nc(SC)n1 ?
AmpC detergent: 10.6%; FBPA Giardia inh: -5.7%; Sm TGR block: 3.5%; AMA1-RON2 inh: -9.1%; HCMV inh: -17.2; HCV inh: 5.5%

What do the screens show for `CCCCOc1ccc(C(=O)Oc2ccc(C)nc2)cc1`?
AmpC detergent: -9.3%; FBPA Giardia inh: 0.3%; Sm TGR block: -5.3%; AMA1-RON2 inh: 6.4%; HCMV inh: 59.4; HCV inh: 21.5%

How did CCCN(CC(=O)Nc1ccc(F)c(F)c1F)C(=O)C1=COCCO1 do in these assays?
AmpC detergent: 0.1%; Sm TGR block: -2.5%; AMA1-RON2 inh: 3.6%; HCMV inh: 4.8; HCV inh: 10.8%

Results for CCOc1ccc(C(C(=O)NCC2CCCO2)N(Cc2cccs2)C(=O)c2snc(C(N)=O)c2N)cc1 (centres undefined) ?
AmpC detergent: -6.7%; FBPA Giardia inh: 9.0%; Sm TGR block: 4.2%; AMA1-RON2 inh: -1.8%; HCMV inh: -68.0*; HCV inh: inconclusive

Results for COc1ccc(-c2cc(C(=O)N3CCCC3)c3ccccc3n2)cc1 ?
AmpC detergent: -6.3%; FBPA Giardia inh: -6.1%; Sm TGR block: -29.4%; AMA1-RON2 inh: -3.0%; HCMV inh: 52.0; HCV inh: -28.5%

What do the screens show for `CN(C(=O)C1CCC(=O)N(Cc2ccccc2F)C1)C1CCOCC1` (centres undefined)?
AmpC detergent: -1.5%; FBPA Giardia inh: 2.9%; Sm TGR block: -21.5%; AMA1-RON2 inh: 18.0%; HCMV inh: 38.8

How did CC(=O)c1ccc(NC(=O)C2CCN(S(=O)(=O)c3ccc4c(c3)N(C(C)=O)CCO4)CC2)cc1 do in these assays?
AmpC detergent: -0.6%; FBPA Giardia inh: 0.1%; Sm TGR block: -7.8%; AMA1-RON2 inh: -1.1%; HCMV inh: 9.9; HCV inh: -1.4%

How did CN1CCN(C(=O)/C=C/c2ccc([N+](=O)[O-])cc2)CC1 do in these assays?
AmpC detergent: 4.0%; FBPA Giardia inh: 5.8%; Sm TGR block: 5.4%; AMA1-RON2 inh: 17.6%; HCMV inh: 7.5; HCV inh: 16.8%

How did CC(=C/c1ccco1)/C=N/N1CCN(c2ccccc2)CC1 do in these assays?
AmpC detergent: 0.3%; Sm TGR block: -18.7%; AMA1-RON2 inh: 0.7%; HCMV inh: 56.4; HCV inh: 15.0%

What do the screens show for `O=C1NCCCC1C(=O)Nc1cccc(C(F)(F)F)c1` (centres undefined)?
AmpC detergent: 1.1%; FBPA Giardia inh: -19.0%; Sm TGR block: 9.9%; AMA1-RON2 inh: 8.7%; HCMV inh: 24.3; HCV inh: 22.9%

What do the screens show for `Cc1ccc(CNC(=O)C2CCN(S(=O)(=O)c3ccc4c(c3)CC(C)N4C(=O)C3CC3)CC2)cc1` (centres undefined)?
AmpC detergent: -8.2%; FBPA Giardia inh: -8.7%; Sm TGR block: -3.3%; AMA1-RON2 inh: -13.0%; HCMV inh: -9.7; HCV inh: inconclusive

What do the screens show for `CCOc1ccccc1NC(=S)N1CCCCCC1`?
AmpC detergent: inconclusive; FBPA Giardia inh: -10.7%; Sm TGR block: -7.1%; AMA1-RON2 inh: -13.4%; HCMV inh: -38.9; HCV inh: -1.6%

Results for Cc1cccc(OCc2nnc(SCC(=O)c3cccs3)n2C)c1C ?
AmpC detergent: -8.6%; FBPA Giardia inh: 18.8%; Sm TGR block: -11.7%; AMA1-RON2 inh: -1.5%; HCMV inh: -1.6

What do the screens show for `Cc1ccc(/C=C2\C(=O)NC(=O)N(CCc3ccc(F)cc3)C2=O)o1`?
AmpC detergent: -10.3%; FBPA Giardia inh: -1.0%; Sm TGR block: 11.2µM*; AMA1-RON2 inh: -9.8%; HCMV inh: 26.9; HCV inh: 9.5%

How did CCCCN1CCNC[C@@H]1Cc1ccc(O)cc1 do in these assays?
AmpC detergent: -6.7%; Sm TGR block: -16.1%; AMA1-RON2 inh: 0.0%; HCMV inh: 6.7; HCV inh: 8.0%

What do the screens show for `Cc1ccc(S(=O)(=O)N(Cc2ccccc2)c2ccccc2C(=O)Nc2ccccc2C(=O)NCc2ccco2)cc1`?
AmpC detergent: -1.7%; FBPA Giardia inh: -1.1%; Sm TGR block: -3.8%; AMA1-RON2 inh: -7.3%; HCMV inh: inconclusive; HCV inh: 7.7%

What do the screens show for `CCn1c(SCC(=O)NC(=O)NCc2ccco2)nc2sc(C)c(C)c2c1=O`?
AmpC detergent: -6.6%; FBPA Giardia inh: -6.9%; Sm TGR block: inconclusive; AMA1-RON2 inh: -6.9%; HCMV inh: 32.9; HCV inh: inconclusive

What do the screens show for `COc1ccc(CNC(=O)CSCc2nc(-c3ccccc3C)oc2C)cc1`?
AmpC detergent: -0.5%; Sm TGR block: 3.9%; HCMV inh: -14.7

How did CCOC(=O)C1CCCN(C2=NC(=O)/C(=C/c3ccc(O)c(OCC)c3)S2)C1 (centres undefined) do in these assays?
AmpC detergent: -9.9%; FBPA Giardia inh: 1.8%; Sm TGR block: -17.7%; AMA1-RON2 inh: -1.3%; HCMV inh: 4.8; HCV inh: -28.5%

Results for Cc1cccc(NC(=O)CSCc2c(C)noc2C)c1C ?
AmpC detergent: -12.8%; FBPA Giardia inh: 7.0%; Sm TGR block: 0.0%; AMA1-RON2 inh: 10.7%; HCMV inh: -4.5; HCV inh: 4.3%

What do the screens show for `Cc1ccnc2nc(C(=O)OCC(=O)c3ccc(NC(=O)CC(C)C)cc3)nn12`?
AMA1-RON2 inh: -2.2%; HCMV inh: -12.2; HCV inh: inconclusive

Results for CCOC(=O)N1CCN(Cc2nc(N)nc(Nc3ccc(OC)cc3)n2)CC1 ?
AmpC detergent: 1.2%; FBPA Giardia inh: -12.8%; Sm TGR block: -16.0%; AMA1-RON2 inh: 18.8%; HCMV inh: 2.4; HCV inh: inconclusive

How did CCCN(CC(=O)Nc1ccccc1C)C(=O)c1cc(=O)[nH]c2ccccc12 do in these assays?
AmpC detergent: -2.1%; FBPA Giardia inh: 3.3%; Sm TGR block: -2.8%; AMA1-RON2 inh: -2.3%; HCMV inh: 42.9; HCV inh: 8.5%

Source: PubChem
